High-throughput results as filed in PubChem.
NF-kB expr up = NF-kB expression increase, human neuronal cells | 1.6% of 190,000 active | NF-kB reporter expression; active compounds read high | fold change at 12.5 µM; in the data active = fold change above about 3.3
STAT1 inh = inhibitors of IFN-gamma induced STAT1 signaling; NIH 3T3 STAT1-luciferase reporter, luminescence; inhibition, % at 5.5 µM; 0.35% of 200,000 active;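 active = inhibition above a set limit, the mean inhibition across all tested compounds plus 3 SD, cut at about 34% in these data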;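 also: 0% = IFN-gamma with DMSO and 100% = IFN-gamma with 300 µM nifuroxazide; values of inactives mirror those of a sister screen read the other way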
APP 5'UTR act = activates APP 5'UTR luciferase reporter. AID 1276. activation, % at 2 µM. 1% of 190,000 active. SH-SY5Y APP 5'UTR luciferase reporter, luminescence; zero percent = DMSO vehicle wells;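 active = activation above a set limit, based on mean plus 3 SD of controls, cut at about 140% in these data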; also: values of inactives mirror those of a sister screen read the other way
FLuc inh counter = inhibits firefly luciferase, flagging false hits in luciferase inhibition screens. ATPLite firefly luciferase biochemical luminescence, 10 min. inhibition, % at 10 µM. 1.5% of 200,000 active;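 active = inhibition above about 50% when tested at 10 µM, limit read from the data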
Target sequence (P08659 whole entry, looked up): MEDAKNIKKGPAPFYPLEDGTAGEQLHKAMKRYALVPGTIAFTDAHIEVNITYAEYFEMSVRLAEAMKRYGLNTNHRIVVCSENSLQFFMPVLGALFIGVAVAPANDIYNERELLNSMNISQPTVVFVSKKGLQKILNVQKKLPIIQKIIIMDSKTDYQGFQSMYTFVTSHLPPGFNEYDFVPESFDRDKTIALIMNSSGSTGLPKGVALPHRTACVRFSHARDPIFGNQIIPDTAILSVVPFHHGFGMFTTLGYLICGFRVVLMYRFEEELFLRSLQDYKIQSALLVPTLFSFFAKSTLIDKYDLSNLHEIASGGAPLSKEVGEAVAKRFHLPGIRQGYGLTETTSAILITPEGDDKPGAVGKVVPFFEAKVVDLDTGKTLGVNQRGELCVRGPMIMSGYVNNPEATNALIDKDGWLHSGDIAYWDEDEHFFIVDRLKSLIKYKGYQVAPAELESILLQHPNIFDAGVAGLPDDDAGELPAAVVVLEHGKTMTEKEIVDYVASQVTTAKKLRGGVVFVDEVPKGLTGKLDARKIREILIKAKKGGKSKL
ROMK mod = modulates human ROMK potassium channel activity | P48048 | Tet-inducible ROMK, thallium flux fluorescence; actives lie on both sides | B-score at 10 µM | 2% of 130,000 active;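 active = signal ratio slope over the read window, or its plate-corrected B-score, at least 3 SD from the plate mean, either direction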;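 also: B-score of the F/F0 ratio slope over 7 to 12 s after thallium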
Target sequence (P48048 whole entry, looked up): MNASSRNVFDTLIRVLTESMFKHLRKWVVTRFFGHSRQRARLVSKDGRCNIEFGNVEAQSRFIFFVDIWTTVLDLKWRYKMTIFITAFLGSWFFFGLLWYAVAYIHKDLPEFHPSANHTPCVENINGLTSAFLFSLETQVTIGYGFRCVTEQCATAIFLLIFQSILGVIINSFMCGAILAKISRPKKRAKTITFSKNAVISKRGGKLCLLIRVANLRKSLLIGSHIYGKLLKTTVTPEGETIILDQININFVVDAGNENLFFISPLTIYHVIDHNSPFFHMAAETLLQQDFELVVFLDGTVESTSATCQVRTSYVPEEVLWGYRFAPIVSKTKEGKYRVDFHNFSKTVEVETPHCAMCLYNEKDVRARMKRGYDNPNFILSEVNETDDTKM
STAT3 act = activators of IL-6 induced STAT3 signaling | U3A cells, IL-6 STAT3-luciferase reporter, luminescence; 100% = signal with IL-6 EC80 alone | activation (% of control), % at 5.6 µM | 0.91% of 190,000 active;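 active = activation above the screen-wide mean of compound activation plus 3 SD, cut at about 130% in these data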;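 also: 0% = background luminescence of wells with medium and substrate only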
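Test system: STAT3-luciferase reporter U3A cells; Detection: reporter luminescence signal; Times: 1 h compound pre-exposure, 6 h IL-6 stimulation, 37 °C; Benchmarks: IL-6-only high control; Also added: IL-6 stimulus at 33 ng/mL final.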
FLuc stim CS = firefly luciferase counter-screen for stimulation assays | P08659 | ATPlite luciferase biochemical, luminescence, 10 min; 0 = ATP-free wells, 1 = DMSO control | activation factor at 10 µM | 200,000 tested, under 10 active;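 active = luciferase activation factor, scaled between plate controls, of at least 2 with compound at 10 µM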
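System: cell-free luciferase reagent; medium: PBS as buffer for the ATP substrate; doses: test compounds dosed from 2 mM stocks in 100% DMSO; incubation: 10 min, room temperature; measured by: luminescence from luciferase reaction; read-out: luciferase activation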
STAT3 inh = inhibitors of IL-6 induced STAT3 signaling. U3A cells, IL-6 STAT3-luciferase reporter, luminescence; host cell line lacks STAT1. inhibition, % at 5.5 µM. 0.89% of 190,000 active. AID 862;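 active = inhibition above the mean inhibition across all screened compounds plus 3 SD, cut at about 44% in these data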;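 also: 0% = DMSO only wells and 100% = 100 µM nifuroxazide control wells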
APP 5UTR inh = APP translation inhibition; SH-SY5Y APP 5'UTR-luciferase reporter, luminescence; 0.82% of 190,000 active; inhibition, % at 2 µM;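 active = inhibition above a set limit, derived from the sample mean plus 3 SD, cut at about 45% in these data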; also: values of inactives mirror those of a sister screen read the other way
STAT1 activator = STAT1 signaling activation; NIH 3T3 STAT1-luciferase reporter, IFN-gamma, luminescence; 100% = IFN-gamma alone, no compound; AID 932; 2.6% of 200,000 active; activation (% of control), % at 5.5 µM;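 active = activation above the screen-wide mean activation plus 3 SD, cut at about 130% in these data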;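 also: raw ratio to IFN-gamma control signal so 100% means no change and 0% no light; values of inactives mirror those of a sister screen read the other way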
* marks the source's active call; other numbers are inactive results; / = not tested or not shown. Hits appear at their usual frequency; overall some 7.1% were active at least once.

SMILES	NF-kB expr up	STAT1 inh	APP 5'UTR act	FLuc inh counter	ROMK mod	STAT3 act	FLuc stim CS	STAT3 inh	APP 5UTR inh	STAT1 activator
Cc1ccc(-c2csc3ncn(CC#N)c(=O)c23)cc1	0.94	-4	-4	-1	-1	108	1	-3	4	103
CCOc1ccc(C(=O)Nc2nc3ccccc3[nH]2)cc1OCC	1.1	-16	27	6	-1.7	72	0.9	37	-27	117
CCCCCCCCC(=O)NCCOc1ccc(OC)cc1	1	-4	6	-4	0.14	103	1	-6	-6	106
Cc1ccc(OCC(=O)N2CCN(c3nnc(-c4ccc(C)cc4)c4ccccc34)CC2)cc1	0.38	8	10	-5	-0.91	84	1.1	23	-10	93
O=C(Nc1ccc2nn(-c3ccccc3)nc2c1)c1cccnc1	1.3	-27	51	-6	/	90	1.1	15	-51	124
COc1ccc(CCNc2cc(C)nc3c(-c4ccccc4)cnn23)cc1OC	1.2	-1	12	5	/	102	1	0	-12	101
O=C1CCCC(O)=C1N=Nc1ccc(Cl)c(Cl)c1	1.4	7	-16	-2	-0.062	95	1	11	16	94
COC(=O)CCN(C)CCC(=O)OC	1.2	-1	9	0	/	100	1	6	-10	101
CCc1nnc(NS(=O)(=O)c2ccc(NC(=O)c3cccc(Cl)c3)cc2)s1	1.1	3	-6	-4	0.66	106	1	-2	6	97
COC(=O)c1[nH]c(=O)c2ccccc2c1O	1.1	-2	4	-3	1.5	98	1	4	-4	103
Cn1c(NCc2cccnc2)nc2c1c(=O)n(Cc1ccccc1F)c(=O)n2C	1	17	-4	-7	0.082	98	1.1	6	4	83
O=C(CCCn1cnc([N+](=O)[O-])n1)Nc1cccc2ccccc12	1.1	-6	-31	-3	0.022	138*	1	-35	31	105
CCN(CC)CCNc1nc2c(c(=O)n(C)c(=O)n2C)n1C/C=C(/C)Cl	1.8	4	3	-7	/	105	1.1	-1	-3	97
Brc1ccc(CSc2nnc(Cc3c[nH]c4ccccc34)o2)cc1	0.83	5	8	-4	/	127	1	-29	-8	100
Fc1ccc(CSc2ncnc3scc(-c4ccccc4)c23)cc1	1.1	5	-13	0	/	110	1	-5	13	96
Cc1ccc(CNS(=O)(=O)c2ccc3c(c2)CCN3C(=O)CCCC(=O)O)cc1	1.1	-7	10	-6	-0.069	110	1.1	1	-10	106
C#CCNC(=O)C1=C[C@H](c2ccccc2)[C@@H](CCCO)[C@H](OCC)O1	0.93	13	-6	-1	/	/	1	/	6	90
Cc1ccc(C2=NNC3(CCOC(C)(C)C3)S2)cc1 (stereo unspecified)	2.9	-18	178*	4	2.5*	89	1	16	-178	114
CCOC(=O)c1c(C)[nH]c(C2=NNC(=Nc3cccc(Cl)c3)SC2)c1C	1.1	5	10	-4	0.31	92	1	10	-10	96
CC(=O)c1cccc(N(CC(=O)Nc2ccc(F)cc2F)S(C)(=O)=O)c1	1.3	-1	8	-2	-0.066	102	1	-4	-8	101
COc1ccccc1-n1c([S-])c(C(=O)Nc2ccccc2C(F)(F)F)[n+]2ccc(C(=O)NCCO)cc12	0.66	-2	3	0	0.57	110	1	-9	-3	100
Cc1ccc(-c2cc(-c3ccccc3)nc(N/N=C/c3cccnc3)n2)cc1	/	-19	28	/	/	99	/	11	-28	117
Cc1[nH]c2ccccc2c1C(=O)CN1CCN(C/C=C/c2ccccc2)CC1	0.79	3	-12	0	/	99	1	6	12	97
O=[N+]([O-])c1cccc(/C=C/c2nc(C=Nc3ccc4ccccc4c3)c(O)o2)c1	1.1	0	-13	-11	/	107	1.1	-2	13	100
CCCc1ncc(C(O)(c2ccccc2)c2ccc(C)cc2)n1C (stereo unspecified)	1.3	-2	15	-6	/	104	1.1	-4	-15	101
CC12CS(=O)(=O)CC1SC(=S)N2c1ccccn1 (stereo unspecified)	1.3	-13	-3	-7	0.65	97	1.1	6	3	112
Fc1ccc(-n2nnc(-c3cnc4ccccc4c3)n2)cc1	2.2	83*	98	74*	/	/	0.3	/	-98	24
CCOc1ccc2c(c1)c1nnc(SCC3CCCO3)nc1n2C (stereo unspecified)	0.86	-2	7	-6	-0.21	123	1.1	-23	-7	102
CC1CCN(c2c(NCC3CCC(C(=O)NCc4ccccc4)CC3)c(=O)c2=O)CC1 (stereo unspecified)	1.1	-4	5	-10	-1.8	103	1.1	-4	-5	104
CCOC(=O)C1CCCN(CCC(=O)Nc2ccccc2C)C1 (stereo unspecified)	1	-4	-3	-3	0.83	109	1	-8	3	102
Cc1cccc(-c2nnc(SCC(=O)N3c4ccccc4CCc4ccccc43)n2C)c1	0.74	2	19	0	-1	100	1	0	-19	99
Cc1ccc(S(=O)(=O)NCc2ccc(C(=O)N3CCc4ccccc4C3)cc2)cc1	0.69	5	0	-2	-0.24	98	1	0	0	95
Cc1cc2c(cc1C)NC(CC(=O)NCc1ccccc1)C(=O)N2 (stereo unspecified)	1.3	-3	42	-6	/	92	1.1	16	-42	103
CN(C)c1ccc(C2Nc3ccccc3C(=O)N2NS(=O)(=O)c2ccccc2)cc1 (stereo unspecified)	0.87	-13	11	-3	0.77	104	1	-3	-11	110
Cc1ccc(NC(=O)CSc2nnc(Cc3ccccc3)o2)cc1	1.3	-8	5	-2	-0.48	103	1	8	-5	107
Cc1cccc(C(=O)Nc2sc(C(=O)N3CCCC3)c(C)c2C#N)c1	1.3	7	11	-4	0.87	94	1	4	-11	94
CN1CCN(CCCNC(=O)c2ccc(CS(=O)(=O)c3ccc(Br)cc3)o2)CC1	1	7	17	-8	/	99	1.1	10	-17	94
COc1ccc(Cn2c(=O)sc3ccccc3c2=O)cc1	1.3	7	14	-4	1.1	96	1	5	-14	94
CCOC(=O)c1ccc(OS(=O)(=O)c2ccccc2)c(OC)c1	3.8*	-83	114	3	-0.017	122	1	-25	-114	174*
COc1ccc(Cc2nnc(NC(=O)c3ccccc3[N+](=O)[O-])s2)cc1	1.1	-4	-2	-5	0.96	98	1.1	9	2	103
O=C(O)C1CCC(CN(Cc2cccc(Br)c2)C(=S)Nc2ccccc2F)CC1 (stereo unspecified)	1.1	-7	18	-9	-0.38	105	1.1	7	-18	105
O=C(NCc1ccc2c(c1)OCO2)C(=O)NCC1CCCO1 (stereo unspecified)	1.2	-4	-4	-3	0.38	89	1	18	4	102
CCCNC(=O)NC(C(=O)OC)C12CC3CC(CC(C3)C1)C2 (stereo unspecified)	1.2	1	6	-5	/	100	1	4	-6	99
CCOC(=O)c1c(-c2ccc(C)cc2)csc1NC(=O)c1cccc(N2C(=O)CCC2=O)c1	1.1	-3	8	-1	-0.055	102	1	-6	-8	105
O=C(CCSc1ccccc1)N1CCOCC1	1.8	-21	86	-2	/	109	1	-7	-86	119

Complete entries, looked up by structure.
Cc1cccc(C(=O)Nc2sc(C(=O)N3CCCC3)c(C)c2C#N)c1 is listed with NF-kB expr up: 1.3; STAT1 inh: 7; APP 5'UTR act: 11; FLuc inh counter: -4; ROMK mod: 0.87; STAT3 act: 94; FLuc stim CS: 1; STAT3 inh: 4; APP 5UTR inh: -11; STAT1 activator: 94
CN(C)c1ccc(C2Nc3ccccc3C(=O)N2NS(=O)(=O)c2ccccc2)cc1 (stereo unspecified) is listed with NF-kB expr up: 0.87; STAT1 inh: -13; APP 5'UTR act: 11; FLuc inh counter: -3; ROMK mod: 0.77; STAT3 act: 104; FLuc stim CS: 1; STAT3 inh: -3; APP 5UTR inh: -11; STAT1 activator: 110

Remaining list, next part:
SMILES	NF-kB expr up	STAT1 inh	APP 5'UTR act	FLuc inh counter	ROMK mod	STAT3 act	FLuc stim CS	STAT3 inh	APP 5UTR inh	STAT1 activator
COc1c(F)c(F)c(C(=O)O)c(Nc2ccc(C)cc2C)c1F	1.2	2	-1	0	0.56	92	1	14	1	100
Nc1nc(SCC(=O)C23CC4CC(CC(C4)C2)C3)n[nH]1	1	-3	6	-2	-0.19	108	1	-4	-6	102
Cc1cc(C)cc(NC(=S)N(CCCN2CCN(C)CC2)Cc2cccs2)c1	1.1	8	7	-1	-0.0014	108	1	-9	-7	94
O=C(NC1CCCc2ccccc21)c1ccccc1Cl (stereo unspecified)	0.91	9	11	-5	-0.43	104	1.1	5	-11	92
Cc1cc(C)n2nc(CCCO)nc2n1	1.4	8	17	-5	0.56	96	1	8	-17	91
Cn1ncc2c(NCc3cccc(C(F)(F)F)c3)c(C(=O)O)cnc21	0.82	-1	-16	-5	0.95	97	1	12	16	101
Cc1cccc(Nc2ncnc(N)c2[N+](=O)[O-])n1	1.3	-14	-2	-3	-0.064	90	1	14	2	110
O=C(Cn1cnc2ccccc21)Nc1cc(C(F)(F)F)ccc1N1CCOCC1	1.2	2	5	-3	/	107	1	-4	-5	100
CCOc1ccc(C(=O)c2nc3c(n2O)CCCC3)cc1	1.1	0	16	0	/	90	1	15	-16	100
CCC(=O)Nc1cc(-c2nnc(OC)c3ccccc23)ccc1N1CCOCC1	1.3	1	4	-9	0.16	97	1.1	8	-4	99
CC(C)OCCCNC(=O)CNC(=O)c1cccs1	1.1	0	17	-7	1.1	109	1.1	-5	-17	100
CCOc1cc(C(=O)NCc2ccc(-c3nc4ccccc4o3)cc2)cc(OCC)c1OCC	1.2	-5	7	-4	/	97	1	15	-7	104
CC(C)C(c1nnnn1Cc1ccco1)N1CCN(c2nc3ccccc3s2)CC1 (stereo unspecified)	0.49	-10	2	-7	/	98	1.1	8	-2	111
COc1ccc(NC(=O)C2CCCN2C(=O)NCc2ccccc2)cc1 (stereo unspecified)	1.2	-2	8	-4	0.24	97	1	5	-8	100
N#Cc1c2c(c[nH]c1=O)CCN2Cc1ccccc1	0.97	2	/	-4	1	94	1	11	-12	92
O=C(CNC(=O)c1ccco1)Nc1cc(Cl)ccc1N1CCOCC1	0.96	8	2	-4	/	95	1	10	-2	92
Nc1nc(CSc2nc3ccccc3s2)nc(N2CCOCC2)n1	0.99	-12	-15	-6	0.5	93	1.1	11	15	112
O=C(NC1CCCCC1)N1CCCCCCC1	1.1	-6	11	-4	/	103	1	6	-11	106
COc1ccc(S(=O)(=O)N2CCN(C)CC2)cc1C	1	3	6	-12	/	99	1.1	6	-6	98
CCCN(CCC)C(=O)CSc1ncccc1C(=O)O	1	0	1	-4	-0.086	101	1	8	-1	100
O=C1N/C(=C/c2ccco2)C(=O)N1Cc1ccccc1F	1.1	-7	-12	-4	-0.48	99	1	4	12	106
Cc1ccc2nsnc2c1NS(=O)(=O)c1c(C)ccc2nsnc12	1.1	-2	11	-4	0.81	120	1	-14	-11	102
Clc1ccc(C(c2nnnn2C2CCCC2)N2CCSCC2)cc1 (stereo unspecified)	1.3	1	0	-9	-1.7	99	1.1	9	0	99
Cc1ccc(SCCNS(=O)(=O)c2ccc3c(c2)OCCO3)cc1	0.96	-6	2	-9	/	101	1.1	4	-2	105
CCn1cc(C(=O)N2CCN(c3ccc(C(C)=O)cc3)CC2)c2cc(OC)c(OC)cc2c1=O	1.1	8	7	-5	1	107	1.1	0	-7	91
CC(=O)Nc1ccc2c(c1)nc1n2CCSC1	1.3	2	-2	-6	0.15	88	1.1	20	2	98

Already shown: two of the compounds above.
SMILES	NF-kB expr up	STAT1 inh	APP 5'UTR act	FLuc inh counter	ROMK mod	STAT3 act	FLuc stim CS	STAT3 inh	APP 5UTR inh	STAT1 activator
O=C1N/C(=C/c2ccco2)C(=O)N1Cc1ccccc1F	1.1	-7	-12	-4	-0.48	99	1	4	12	106
Cc1ccc2nsnc2c1NS(=O)(=O)c1c(C)ccc2nsnc12	1.1	-2	11	-4	0.81	120	1	-14	-11	102
